Gli-Sufu antag – Gli-Sufu pathway antagonists, primary screen, luciferase luminescence, Sufu-KO-LIGHT cells, uHTS; Sufu-KO-LIGHT fibroblasts, Gli luciferase reporter luminescence; hit rate 0.74% among 340,000; inhibition, % at 5 µM; AID 588413, 2011;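 active = inhibition above about 55%, limit read from the data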;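 note: 0% = DMSO-treated cells and 100% = wells with medium but no cells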
697 NFkB inh – inhibitors of PMA/ionomycin-induced NF-kB reporter, 697 cells, primary screen, B-cell NF-kB inhibitor project, cell-based, luminescence, uHTS; 697 B-cell NF-kB luciferase reporter, 16 h; inhibition, % at 4 µM; hit rate 0.33% among 330,000; in the data active = inhibition above about 35%
Apaf-1 inh – inhibitors of human Apaf-1 apoptosome, primary screen, biochemical, DEVD-Rh110 fluorescence, uHTS. Apoptotic protease-activating factor 1 (Homo sapiens), O14727. reconstituted apoptosome caspase-3 activity. inhibition, % at 20 µM. hit rate 0.71% among 330,000. AID 489030, 2010; active = inhibition of at least 40% at 20 µM;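 note: plate controls were DMSO wells for no effect and DEVD-CHO caspase inhibitor wells for full effect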
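Assay system: Apoptosome proteins | Medium: pH 7.5 Hepes buffer with CHAPS, BSA, DTT | Also added: Cytochrome c and DEVD-Rh110 substrate | Times: 30 min plus 50 min, RT | Detection: Rhodamine 110 fluorescence at Ex 480/Em 540 nm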
CCR6 antagonist – CCR6 receptor antagonists, primary screen, cell-based, CHO-K1, luminescence, beta-arrestin, uHTS | CHO-K1 CCR6 PathHunter beta-arrestin, CCL20-stimulated | inhibition, % at 20 µM | hit rate 0.49% among 340,000 | AID 493098, 2011;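 active = compounds whose inhibition of the agonist-driven luminescence signal at 20 µM reaches about 50%, limit read from the data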;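 note: cells stimulated with CCL20 at 14 nM final; plate controls were DMSO with CCL20 for no effect and DMSO without agonist for full effect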
Target sequence (P51684 whole entry, looked up): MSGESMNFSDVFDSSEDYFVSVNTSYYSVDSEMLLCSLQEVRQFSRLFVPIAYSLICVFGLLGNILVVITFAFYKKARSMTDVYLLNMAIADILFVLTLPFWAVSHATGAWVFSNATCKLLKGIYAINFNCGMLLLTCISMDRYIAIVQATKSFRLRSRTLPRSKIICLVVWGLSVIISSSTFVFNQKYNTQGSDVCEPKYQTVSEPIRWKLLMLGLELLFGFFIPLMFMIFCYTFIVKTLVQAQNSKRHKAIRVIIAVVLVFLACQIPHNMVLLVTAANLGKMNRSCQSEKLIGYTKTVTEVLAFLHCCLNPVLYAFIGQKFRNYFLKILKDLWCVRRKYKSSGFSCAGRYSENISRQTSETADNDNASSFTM
Jurkat NFkB inh – inhibitors of induced NF-kB luciferase reporter, primary screen, TCR NF-kB activation inhibitor project, cell-based, luminescence, uHTS | Jurkat, PMA/ionomycin-induced NF-kB luciferase reporter | inhibition, % at 4 µM | hit rate 0.53% among 330,000 | AID 435003, 2010
SENP8 block – SENP8 protease inhibitors, primary screen, biochemical, luminescence | inhibition, % at 10 µM | purified SENP8, Z-RLRGG-aminoluciferin cleavage | hit rate 1.2% among 330,000 | Sentrin-specific protease 8 (Homo sapiens), Q96LD8
Target sequence (Q96LD8 whole entry, looked up): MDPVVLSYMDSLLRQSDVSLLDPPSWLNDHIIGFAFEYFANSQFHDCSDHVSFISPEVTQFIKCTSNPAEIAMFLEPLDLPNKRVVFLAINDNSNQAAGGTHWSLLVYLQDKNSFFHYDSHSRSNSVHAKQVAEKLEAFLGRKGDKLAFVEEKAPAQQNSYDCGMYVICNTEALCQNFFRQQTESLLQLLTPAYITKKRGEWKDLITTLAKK
UBC13 inh – UBC13 polyubiquitin chain formation inhibitors, primary screen, biochemical, TR-FRET, uHTS. inhibition, % at 20 µM. hit rate 0.47% among 330,000; in the data active = inhibition above about 45%, passing the limit was not always enough
EBI2 antag – EBI2 receptor antagonists, beta-arrestin recruitment, primary screen, cell-based, luminescence, 7a,25-OHC stimulation, uHTS; G-protein coupled receptor 183 (Homo sapiens), P32249; 7a,25-OHC stimulated; inhibition, % at 5 µM; hit rate 0.81% among 360,000; in the data active = inhibition above about 38%;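 note: enzyme fragment complementation signal reports receptor beta-arrestin coupling in cells; 0% = agonist plus DMSO wells and 100% = wells without agonist; some results beyond the cut were filed as inactive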
Target sequence (P32249 whole entry, looked up, the tested form may be a part): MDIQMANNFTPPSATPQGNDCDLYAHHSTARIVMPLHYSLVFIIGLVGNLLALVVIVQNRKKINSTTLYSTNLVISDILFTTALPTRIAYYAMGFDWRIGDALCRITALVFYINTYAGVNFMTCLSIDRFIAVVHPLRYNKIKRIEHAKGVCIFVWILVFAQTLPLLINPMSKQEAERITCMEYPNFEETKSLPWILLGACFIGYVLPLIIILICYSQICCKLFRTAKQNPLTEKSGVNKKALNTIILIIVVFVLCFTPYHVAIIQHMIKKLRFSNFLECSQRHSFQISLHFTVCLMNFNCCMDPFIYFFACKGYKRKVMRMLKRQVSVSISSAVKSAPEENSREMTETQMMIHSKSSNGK
Starred values were filed as active, the others as inactive; . = no result given. Cut-off read from the data, not from the text of the source, unless noted: active = inhibition above about 50%; inactive = the rest. Only part of the results is shown. The share of hits here may be higher or lower than overall.

Results follow in this order: SENP8 block	UBC13 inh	EBI2 antag	Apaf-1 inh	Gli-Sufu antag	CCR6 antagonist	697 NFkB inh	Jurkat NFkB inh
> CN(C)C(=O)c1cc(C(=O)c2c(F)cccc2F)c[nH]1
→ -12	-4	-6	5	-1	15	-11	-21
> COc1ccc(C(CNC(=O)c2ccc(-n3cnnn3)cc2)N2CCOCC2)cc1 (centres undefined)
→ -1	-6	-2	1	5	23	-3	-15
> Cc1cccc(NC(=O)Cn2ccn(-c3ccc4c(c3)OCCO4)c(=O)c2=O)c1
→ -2	-3	-10	7	-5	12	11	-2
> NCCCNc1nc(N)c([N+](=O)[O-])c(NC2CCCCC2)n1
→ -3	5	2	5	16	-8	-66	91*
> CCOC(=O)c1c(-c2ccc(C)o2)csc1NC(=O)COC(=O)c1cccs1
→ -10	-2	9	26	-17	3	-16	-1
> O=C(O)CCCn1cc(NC(=O)c2ccc(Br)o2)cn1
→ -10	0	3	1	-4	-8	0	-14
> COc1cccc(COC(=O)c2ccc(S(=O)(=O)N3CCC(C)CC3)cc2)c1OC
→ 5	3	20	17	-23	22	18	1
> O=C1N/C(=N/O)S/C1=C\c1ccccc1-n1cccn1
→ -7	17	-15	-10	-7	-10	5	9
> CCOC(=O)C1=C(O)/C(=C/c2cc(C)n(-c3ccccc3)c2C)N=C1C
→ -6	-20	0	-8	-1	5	-12	-3
> Cc1noc(C)c1S(=O)(=O)N1CCC(C(=O)O)CC1
→ 5	4	-6	-12	3	-2	13	7
> O=C(CSc1nnc(SCc2ccc(Cl)cc2)s1)N/N=C/c1ccccc1Cl
→ -16	-4	32	11	-22	1	-3	-24
> O=C(C(=O)N1CCN(c2ccccc2)CC1)c1c[nH]c2ccccc12
→ -4	-6	10	11	-3	-3	-1	8
> Cc1ccc(OCC(=O)N(Cc2nnc(-c3ccccc3Cl)o2)C2CC2)cc1C
→ -11	4	-6	56*	-2	6	7	-10
> O=C(CNc1ccccc1)N/N=C/c1cc([N+](=O)[O-])ccc1N1CCCC1
→ 0	-41	-20	19	-58	20	26	-8
> CC(=O)Nc1ccc(S(=O)(=O)NNC(=O)c2cccc([N+](=O)[O-])c2)cc1
→ -7	-4	-4	-3	-2	4	10	7
> S=c1nc(-c2ccccc2)n(Cc2cccnc2)c2c1CCCC2
→ 6	10	.	-14	8	12	11	-20
> CCOC(=O)C1CCN(Cc2ccc(N(C)C)cc2)CC1
→ -6	4	-4	-14	8	-1	3	9
> O=C(CSc1ccc(Cl)cc1)Nn1cnnc1
→ 6	3	11	-6	-5	0	22	0
> CCC1CCCCN1C(=O)COC(=O)COc1ccc(Br)cc1 (centres undefined)
→ -3	-8	5	31	1	-1	-23	-14
> CCCCNC(=O)COC(=O)c1ccc(Cl)c(S(=O)(=O)N2CCCC2)c1
→ -12	-3	4	13	-3	-1	-24	-8
> O=C(c1ccc(OC2CCN(C/C=C/c3ccccc3)CC2)cc1)N1CCCCC1
→ -2	3	28	8	22	10	-9	-13
> O=C(COC(=O)Cc1ccsc1)Nc1ccc(S(=O)(=O)N2CCOCC2)cc1
→ -9	-24	-1	-4	-2	7	17	-2
> C/C(=N/NC(=O)c1cc(C)[nH]n1)c1ccco1
→ 0	-3	-13	-20	-22	-2	-34	-24
> CCC(=O)Nc1ccc(NC(=O)CSc2nnnn2-c2ccc(OC)cc2)cc1
→ -3	-6	2	-10	2	7	13	5
> O=C(Cn1nnc(-c2cc(Cl)ccc2-n2cnnn2)n1)N1CCCc2ccccc21
→ -9	5	-12	12	4	18	16	0
> O=C(Nc1ccc2c(c1)OCCO2)NC1(C(F)(F)F)Oc2ccccc2O1
→ 6	2	-4	4	1	6	-35	22
> O/N=C1\CCCc2ccc(Cl)cc21
→ 2	1	-7	-7	3	0	-2	6
> Cn1nc([N+](=O)[O-])c(C(C#N)c2ccccn2)c(Cl)c1=O (centres undefined)
→ -13	-68	-27	-6	3	21	-12	-2
> CCCCn1c(=S)[nH]c2ccc(N3CCOCC3)cc2c1=O
→ -3	5	.	7	.	.	-39	-9
> Cc1ccc(NC(=O)NCc2ccncc2)cc1Cl
→ -7	0	-8	9	-16	-4	6	-9
> Cc1ccc2nc(N/N=C/c3ccccc3C#N)nc(-c3ccccc3)c2c1
→ -1	2	8	0	1	16	-33	5
> Cc1ccc(C)c(N2CCN(C(=O)c3ccc(N4CCCC4=O)cc3)CC2)c1
→ 2	1	48*	-2	-1	7	-5	8
> Cc1ccc(CNS(=O)(=O)c2c(N)n(C)c(=O)n(C)c2=O)cc1
→ -4	11	-17	-5	42	6	10	-1
> Cc1nn(Cc2ccc(C(=O)Nc3nccs3)cc2)c(C)c1Cl
→ -2	4	-4	13	7	11	-3	17
> O=C(CN1CCN(C(=O)C2CC2)CC1)Nc1ccc(Cl)cc1F
→ 10	4	6	-3	-3	3	16	5
> Cc1ccc2nsnc2c1N(S(C)(=O)=O)S(C)(=O)=O
→ -2	-14	1	4	-1	0	-4	3
> CCOC(=O)C(C(=O)OCC)N(C#N)c1nc(SC)nc(N(C)C)n1
→ 3	-10	-3	10	7	-12	-32	-22
> Cc1cccc(-n2nc3c(c2NC(=O)c2ccc4c(c2)OCO4)CS(=O)(=O)C3)c1C
→ -5	-2	4	-2	0	5	-8	-1
> Cc1ccc(-c2nc(C)sc2CC(=O)OCC(=O)Nc2cccc([N+](=O)[O-])c2)cc1
→ 5	3	-1	0	-1	0	9	-1
> Cc1noc(NC(=O)c2cccc(Cl)c2Cl)c1C#N
→ -2	6	9	-5	0	0	3	17
> Cn1c(=O)c2c(nc(SCC(=O)N3CCc4ccccc4C3)n2C)n(C)c1=O
→ -11	2	-5	-17	-1	16	20	5
> COc1cc(NC(=S)NC(=O)CC(C)C)ccc1NC(=O)c1cc2ccccc2o1
→ 1	-4	-19	-2	-2	-7	1	3
> CCCCN(C)CCC(=O)Nc1ccc2c(c1)CCC2
→ -4	3	-3	-2	7	5	-4	-16
> COc1ccc(Cc2nnc(NC(=O)Nc3ccc(F)cc3)s2)cc1OC
→ -10	1	-9	11	-6	-3	-16	-10
> Cc1nnc2sc(-c3ccccn3)nn12
→ -2	3	-5	-1	3	-4	12	-11
> COc1ccc(N(CC(=O)NCc2cccnc2)S(=O)(=O)c2c(C)nn(C)c2C)cc1
→ 10	-2	-6	-11	0	-3	19	5
> Cc1ccc(NC(=O)CNC(=O)Cc2cccc3ccccc23)c(O)c1
→ 5	8	-4	1	-15	9	7	-11
> Nn1c(-c2ccccc2)nc2ccccc2c1=O
→ 2	-5	-6	-11	-2	-1	16	6
> CCOC(=O)C1(CCOC)CCN(Cc2cnc(-c3cccc(C)c3)nc2)CC1
→ 22	7	7	8	17	5	2	7
> COc1ccc(/C(C)=N/NC(=O)CNC(=O)COc2ccccc2)c(OC)c1
→ -1	0	-4	2	-7	6	2	7
> Cc1cc(O)c(C(C[N+](=O)[O-])c2ccc(Cl)cc2Cl)c(=O)o1 (centres undefined)
→ -4	-2	-6	8	-9	-10	-12	-11
> COC(C[C@H]1O[C@H]1[C@H](O)COCc1ccccc1)OC
→ -9	-15	-3	-1	-13	-2	-10	-14
> COc1cccc(OCCSc2nc3ccccc3c(=O)[nH]2)c1
→ -23	1	-5	8	-12	-1	13	-2
> CCN(CC)CCCN(C(=O)c1ccccc1C)c1nc(-c2ccc(OC)cc2)cs1
→ 10	8	2	18	24	5	1	-17
> CC(=O)SCC[N+](C)(C)C
→ 9	2	-1	-4	6	5	-11	-3
> O=C(C[n+]1ccccc1)Nc1ccc(Oc2ccccc2)cc1
→ -2	12	-2	-8	17	4	-2	14
> COc1ccc(S(=O)(=O)N[C@@H](CSCc2ccccc2)C(=O)O)cc1
→ 8	-7	-3	-9	10	-4	12	3
> COc1cc(C(=O)Nc2cccc(S(=O)(=O)N3CCCC3)c2)cc(OC)c1C
→ 0	75*	17	-6	-5	1	13	1
> COc1cc2c(cc1OC)C(C)N(C(=O)/C=C/c1cc(OC)c(OC)c(OC)c1)CC2 (centres undefined)
→ 2	15	-2	1	3	8	24	8
> CC(C)(C)[C@@H]1C=C(C(N)=O)O[C@H](OCc2ccc(CO)cc2)C1
→ 8	2	-2	2	6	6	-23	-14

Continuation:
Results follow in this order: SENP8 block	UBC13 inh	EBI2 antag	Apaf-1 inh	Gli-Sufu antag	CCR6 antagonist	697 NFkB inh	Jurkat NFkB inh
> Cn1nc(-c2ccccc2)c2ncc(C(F)(F)F)cc21
→ -2	14	10	7	-1	4	-2	14
> O=C(C1COc2ccccc2O1)N1CCN(c2ccccc2F)CC1 (centres undefined)
→ -10	-7	9	-12	5	0	-22	2
> COc1cc(C2C(=O)c3ccccc3C2=O)ccc1O
→ -10	-13	4	14	-16	6	-23	-9
> Cc1ccc(S(=O)(=O)CC(=O)N2CCN(c3ccccc3F)CC2)cc1
→ -10	2	1	11	-40	17	-4	13
> Cc1c(C(=O)N2CCN(Cc3ccc4c(c3)OCO4)CC2)sc2ncnc(N3CCN(c4ccccc4)CC3)c12
→ 1	42	14	12	48	7	-13	25
> COc1cccc(CC2(CO)CCN(S(=O)(=O)N(C)C)CC2)c1
→ 4	2	11	-8	0	14	12	-3
> COc1ccc(C2=NN(C(=O)CCC(=O)O)C(c3ccccc3)C2)cc1 (centres undefined)
→ -3	0	-11	6	8	6	11	12
> CSc1nnc(C)c(=O)n1COC(=O)COc1ccc(F)cc1
→ 3	-4	9	-17	26	6	27	8
> COc1cc(C(=O)Nc2cccc3cccnc23)cc(OC)c1OC
→ 3	-3	-2	4	11	-1	16	-3
> O=[N+]([O-])C(/C=C(/Cl)[N+](=O)[O-])=C(N1CCCCC1)N1CCCCC1
→ 6	-143	-6	-8	19	11	15	43
> Cc1ccc(OCCn2c(C3CC(=O)N(Cc4ccccc4)C3)nc3ccccc32)cc1 (centres undefined)
→ -9	10	10	39	27	25	-44	-2
> CCCCn1c(SCC(=O)N2CCOCC2)nnc1-c1ccoc1C
→ 8	3	2	9	-2	14	16	10
> Cc1ccc2c(=O)c(C(=O)c3ccc(F)cc3)cn(CC(=O)NCc3ccco3)c2n1
→ 4	-4	-4	10	-18	-10	-12	2
> Nn1c(SCC(=O)Nc2ccc(S(=O)(=O)N3CCCC3)cc2)nnc1C(F)(F)F
→ -1	-6	1	5	-19	-2	-19	-8
> COc1ccc(-c2c(C)nn3c(N)c(C#N)cnc23)cc1OC
→ -2	-4	2	-7	-19	7	4	10
> COc1cc(OC)c(C(=O)OCC(=O)Nc2ccc(N3CCOCC3)cc2)cc1OC
→ -3	-16	0	0	-4	0	-7	5
> CC(=O)NS(=O)(=O)c1ccc(NC(=O)/C=C/c2ccco2)cc1
→ 3	2	-11	-10	5	2	17	4
> CC(=O)Nc1cccc(C(=O)OCC(=O)NC(=O)c2ccccc2)c1
→ -8	4	5	7	-3	1	6	-12

For reference, some entries already given:
Results follow in this order: SENP8 block	UBC13 inh	EBI2 antag	Apaf-1 inh	Gli-Sufu antag	CCR6 antagonist	697 NFkB inh	Jurkat NFkB inh
> Cn1nc(-c2ccccc2)c2ncc(C(F)(F)F)cc21
→ -2	14	10	7	-1	4	-2	14
> O=C(C1COc2ccccc2O1)N1CCN(c2ccccc2F)CC1 (centres undefined)
→ -10	-7	9	-12	5	0	-22	2
> COc1cc(C2C(=O)c3ccccc3C2=O)ccc1O
→ -10	-13	4	14	-16	6	-23	-9
> Cc1ccc(S(=O)(=O)CC(=O)N2CCN(c3ccccc3F)CC2)cc1
→ -10	2	1	11	-40	17	-4	13

Structures listed so far marked active in EBI2 antag.
canonical_smiles	UBC13 inh	EBI2 antag	CCR6 antagonist	697 NFkB inh	Jurkat NFkB inh
Cc1ccc(C)c(N2CCN(C(=O)c3ccc(N4CCCC4=O)cc3)CC2)c1	1	48*	7	-5	8

Bioassay records from PubChem.
